INS promoter inh = TRM-6 insulin promoter activity inhibition; TRM-6 cells (human fetal islet line), insulin promoter-eGFP reporter, imaging; reporter expression induced with tamoxifen; 0.9% of 130,000 active; inhibition, % at 2 µM;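 active = inhibition above the mean plus 3 SD, with well images judged a real hit on visual review, cut at about 60% in these data, passing the limit was not always enough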
SDO1 yeast rescue = restores growth of sdo1-depleted yeast; S. cerevisiae sdo1-depleted JHY4D growth rescue, OD600 30 h; hits give high values; pdr5 snq2 efflux-pump mutant strain; z-score at 10 µM; 0.21% of 140,000 active; AID 817;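 active = z-score above 3 at both the 24 hr and the 30 hr optical density reads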;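 note: z-score against mean and SD of all compound wells on the same plate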
SDO1 yeast rescue Rescue 24 h = further read-out of SDO1 yeast rescue, marked with its call; z-score; S. cerevisiae sdo1-depleted JHY4D growth rescue, OD600; measured here: growth rescue at 24 h;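 0 is the plate mean of compound wells and units are plate SD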
Starred values were filed as active, the others as inactive; i = inactive; . = not tested or not shown. This is a subset (hit frequency here may not be typical).

INS promoter inh	SDO1 yeast rescue	SDO1 yeast rescue Rescue 24 h	canonical_smiles
66.7	0.56	0.24	CCC(Oc1ccccc1)C(=O)Nc1ccc(-c2nnc(-c3ccco3)o2)cc1 (stereo not given)
.	0.5	0.2	Cc1cc(/C=C(\C#N)C(=O)Nc2ccccc2)c(C)n1-c1cccnc1
.	-0.84	-0.5	COc1ccccc1-c1cc(C(=O)N2CCN(c3ccc(F)cc3)CC2)no1
.	0.03	-0.03	O=C1c2ccccc2S(=O)(=O)N1Cc1nc2ccccc2s1
-30.8	-1.15	0.6	COc1ccc(CC(=O)OCC(=O)Nc2ncc(Cl)cc2Cl)cc1OC
18.5	1.71	0.9	Cn1c(SCC(=O)c2c(N)n(C)c(=O)n(C)c2=O)nnc1-c1ccccc1
8.3	0.69	0.44	COc1ccc(CCn2c(C)cc3c(c2=O)C(c2ccncc2)C(C#N)=C(N)O3)cc1OC (stereo not given)
-93.5	-0.81	-1.36	CC(C)n1c(O)c(N=Nc2ccc(Cl)nn2)c2ccccc21
-89.7	.	.	CC(C)CCNC(=O)C(C)N(Cc1ccc(F)cc1)C(=O)c1ccc(CN2CCOCC2)o1 (stereo not given)
.	-0.32	-0.24	CCOC(=O)c1sc(NC(C)=O)c(C(=O)OCC)c1C
-34.6	-0.27	0.94	Cc1cc(Cl)c(OCCOCCN2CCC(C)CC2)c(Br)c1
-7.1	0.23	1.22	COC(=O)Cn1ncc2c3ccccc3n(C)c2c1=O
32.4	-1.06	-1.07	CC(=O)c1ccc(NC(=S)N2CCN(CCN3C(=O)c4cccc5cccc(c45)C3=O)CC2)cc1
50.0	0.23	0.13	c1ccc(-c2ncnc3cc4n(c23)CCC4)cc1
-23.1	.	.	CN(CC1CCCO1)S(=O)(=O)c1ccc(C(=O)N2CCN(c3ccccc3)CC2)cc1 (stereo not given)
5.9	1.77	2.39	CC1CC(C)(C)CC2(C1)NC(=O)N(CC(=O)NCCc1c[nH]c3ccccc13)C2=O (stereo not given)
2.0	-0.54	1.06	CCOc1ccc(C(=O)Nc2cnn(Cc3ccc(Cl)c(Cl)c3)c2)cc1
17.6	.	.	Cc1ccc(C2C=C(c3ccccc3)Nc3nc(N4C(=O)CCC4=O)nn32)cc1 (stereo not given)
0.0	-0.48	-0.63	COc1ccccc1Nc1nc(N)nc(CN2CCC(Cc3ccccc3)CC2)n1
9.1	.	.	CN1CCN(C(=O)Nc2ccccc2CC[N+](=O)[O-])CC1
38.5	.	.	CC(=O)c1ccc(N2CC(C)(C)C2=O)cc1
-35.1	0.42	0.34	C=C(C)C1CC=C(C)/C(=N/NC(=O)c2ccc(NC(=O)CC)cc2)C1 (stereo not given)
-111.1	-0.64	0.67	Fc1cccc(-c2cc3nc(-c4ccccc4)cc(N4CCC5(CC4)OCCO5)n3n2)c1
-10.0	-1.61	-0.69	Cc1ccc(C2=NN(Cc3nnc(-c4ccccc4)o3)C(=O)SC2)cc1
-26.7	2.81	2.21	COc1ccccc1NC(=O)C(=N\O)/C(C)=N/O
-9.1	0.03	-0.23	CCOC(=O)c1cccc(NC(=O)c2cccnc2)c1
3.3	-0.64	-0.89	O=C(Nc1cccc(S(=O)(=O)N2CCCCCC2)c1)c1ccc2c(c1)OCO2
.	0.22	0.55	S=c1[nH]nc(-c2ccccc2)n1/N=C/C=C/c1ccco1
.	0.35	-0.04	CN1CCN(/C=N/c2c(C#N)cnn2Cc2ccccc2)CC1
.	-0.4	0.16	O=C(CSc1nnc(CCc2ccccc2)n1-c1ccc(Cl)cc1)c1ccccc1
.	0.49	-0.02	CCN(CC)CCn1c(=S)[nH]c2ccc(Cl)cc2c1=O
35.3	-0.38	0.76	c1ccc2oc(Cc3ccc(Cc4nc5ccccc5o4)cc3)nc2c1
.	-0.03	3.04	O=C(Nc1ccc(N2CCOCC2)cc1)C1CCN(S(=O)(=O)Cc2ccccc2)CC1
-46.1	-0.33	-0.7	O=c1sc2ccccc2n1CCCOc1ccccc1
3.7	-0.24	-0.19	Cn1c2c(c3ccccc31)CC/C2=N\O
15.4	-0.58	-0.86	CCNC(=S)N(Cc1cc2cc(C)ccc2[nH]c1=O)C1CCCC1
21.6	-0.01	-0.07	COC(=O)c1sc2nc(N)c(C#N)cc2c1N
.	-0.16	-0.19	CCCc1cc(C(=O)Nc2cccc(C(C)=O)c2)no1
-7.1	-0.02	-1.09	Cc1ccc2c(CSc3nnc4ccccn34)cc(=O)oc2c1C
10.7	1.27	0.58	Cc1cc(C(=O)c2cnc(/N=C/N(C)C)s2)cc(C)c1O
-38.1	-0.24	1.48	CCC(C)(C)NC(=O)C(c1ccc(C)cc1)N(Cc1ccco1)C(=O)Cn1nnc2ccccc21 (stereo not given)
3.1	1.19	1.78	Cc1cccc(NC(=S)NNC(=O)c2ccccc2Br)c1
41.7	0.11	-0.27	O=C(CNC(=O)c1ccccn1)N/N=C/c1ccccc1
23.8	0.04	-0.75	NCCCS(=O)(=O)O
35.1	1.35	1.29	Cc1sc2nc(SCC(N)=O)n(C)c(=O)c2c1C
.	1.25	0.46	CCSC1(SCC)N=C(N)C2(C#N)C(c3ccccc3)NC(C)=CC12C#N (stereo not given)
-32.1	0.42	0.86	O=C(c1ccc(=O)n(Cc2ccc(Cl)c(Cl)c2)c1)N1CCOCC1
48.6	-0.07	-0.36	Cc1cc(=O)n2[nH]c(-c3ccccc3)cc2n1
53.9	0.04	-0.48	Cc1cc(NS(=O)(=O)Cc2ccccc2)no1
.	0.35	-0.19	O=C(CSc1ncccc1C(=O)O)NCc1ccc(F)cc1

Other records
INS promoter inh	SDO1 yeast rescue	SDO1 yeast rescue Rescue 24 h	canonical_smiles
3.2	-0.25	-0.57	O=C(c1ccco1)N(Cc1ccc([N+](=O)[O-])cc1)c1ccc(Cl)cc1
0.0	0.55	1.21	Cc1cccc(OCC(=O)Nc2cccc(-c3nnc(-c4ccccc4)o3)c2)c1C
29.7	-0.58	-0.53	N#CCCn1nc(-c2ccc(Br)cc2)cc1Nc1ccccc1NC(=O)C(F)(F)F
56.5	-1.2	-0.72	CCOc1cc(C=C(C(=O)OC)C(=O)OC)ccc1OCc1ccc([N+](=O)[O-])cc1
0.0	-1.15	-1.33	O=C(OCc1cc2ccccc2[nH]c1=O)C1CCCCC1
3.3	-0.14	-0.97	c1csc(CNc2ccc3c(c2)OCCO3)c1
-13.8	-0.83	0.95	O=C(CCC1CCCC1)Nc1ccc(Br)cn1
3.3	-2.31	-1.36	CN1CCN(c2ccccc2NC(=O)c2ccc(-c3ccc(Cl)cc3Cl)o2)CC1
28.6	0.08	-0.42	Cc1ccsc1C=Nc1c(C)n(C)n(-c2ccccc2)c1=O
-10.0	0.42	-0.61	CC1CCCC(NC(=O)COC(=O)CCC2CCCC2)C1C (stereo not given)

Single values from the results shown:
O=C(CCC1CCCC1)Nc1ccc(Br)cn1 in SDO1 yeast rescue is entered as -0.83
CC1CCCC(NC(=O)COC(=O)CCC2CCCC2)C1C (stereo not given) in SDO1 yeast rescue is entered as 0.42

Four compounds drawn at random from those above:
INS promoter inh	SDO1 yeast rescue	SDO1 yeast rescue Rescue 24 h	canonical_smiles
29.7	-0.58	-0.53	N#CCCn1nc(-c2ccc(Br)cc2)cc1Nc1ccccc1NC(=O)C(F)(F)F
3.2	-0.25	-0.57	O=C(c1ccco1)N(Cc1ccc([N+](=O)[O-])cc1)c1ccc(Cl)cc1
3.3	-0.14	-0.97	c1csc(CNc2ccc3c(c2)OCCO3)c1
3.3	-2.31	-1.36	CN1CCN(c2ccccc2NC(=O)c2ccc(-c3ccc(Cl)cc3Cl)o2)CC1

(further entries)
INS promoter inh	SDO1 yeast rescue	SDO1 yeast rescue Rescue 24 h	canonical_smiles
28.6	0.36	0.24	Cn1cnnc1Sc1nc2c(c(=O)n(C)c(=O)n2C)n1Cc1ccccc1Cl
-14.7	-0.74	-0.06	N#C/C(=C\c1cccnc1)C(=O)Nc1cccc2ccccc12
15.6	-2.24	-1.63	O=C1Nc2ccccc2/C1=C/C(=O)c1cccs1
-13.3	1.39	-0.01	CSc1sccc1/C=N/NC(=O)c1ccncc1
-11.1	0.29	-0.09	O=C(COc1cccc2ccccc12)NNC(=O)CSCCO
.	-1.78	-0.09	Cc1ccc(SCc2nc3ccccc3n2CC(=O)Nc2ccc(Cl)cc2)cc1
14.3	0.57	0.03	CCOc1ncccc1C(=O)OCc1nnc(-c2ccccc2)o1
-66.7	-1.74	-0.66	NC(=S)Cc1nc(-c2ccccc2)cs1
-25.0	-0.56	-0.63	COCCNc1c([N+](=O)[O-])c(=O)n(-c2ccccc2)c2ccccc12
-2.7	0.51	0.59	Cc1ccc(/C=N/NC(=O)c2cccc(S(=O)(=O)Nc3ccccc3Cl)c2)o1
-27.8	.	.	COc1ccccc1-c1nnc(SC)n1C
.	-0.49	-0.39	CCCCn1c(N)nc2ccccc21
13.3	.	.	CCNc1nc(C23CC4CC(CC(C4)C2)C3)cs1
-30.8	-0.41	-0.7	O=C(NCc1ccccc1)c1cc2nc(C3CC3)cc(C(F)(F)F)n2n1
-77.8	.	.	NNC(=O)c1ccc2c(c1)S(=O)(=O)NNC2=O
-69.2	0.06	-0.59	c1ccc(-c2ccccc2OCCN2CCCCC2)cc1
.	-0.17	-0.03	COc1ccc(-c2csc(NC(=O)c3ccc(S(=O)(=O)N4CCc5ccccc5C4)cc3)n2)cc1
-142.9	.	.	Nc1ccc(/C=C/C(=O)c2cccs2)cc1
.	0.99	0.75	CC1=C(C(=O)Nc2ccccn2)C(c2cccnc2)n2nnnc2N1 (stereo not given)
.	-0.46	-0.18	CCN(Cc1ccccc1)c1ccc(N=Nc2nn(C)c(C)c2[N+](=O)[O-])cc1
.	0.58	-0.36	Cn1ncc2c(NNC(=O)c3ccc(Cl)cc3Cl)ncnc21
33.3	0.99	-1.47	COC(=O)Cc1ccc(NC(=S)N2CCCC(C)C2)cc1 (stereo not given)
-32.4	-0.32	0.85	S=C(NCCc1ccccc1)N/N=C/c1c(Cl)cccc1Cl
-15.4	-0.55	-0.69	COc1ccc(C(CNc2ccc(S(=O)(=O)N3CCCC3)cc2[N+](=O)[O-])N2CCCC2)cc1 (stereo not given)
-96.2	-0.06	-0.36	COc1cc(O)oc1C=Nc1ccc(Cl)cc1Cl
-85.7	0.16	-0.26	O=C(NC1CCCCC1)C(c1ccco1)N(Cc1ccco1)C(=O)c1ccco1 (stereo not given)
-6.2	1.6	2.47	Cc1ccc2c(Cl)c(C(=O)Nc3ccc4c(c3)OCO4)sc2c1
-17.2	0.43	-0.56	C/C(=N/NC(=O)c1ccccn1)c1ccco1
.	-0.84	-0.49	COC(=O)c1ccc2c(=O)n3c(nc2c1)SCC(c1ccccc1)=N3
-196.6	-1.3	-0.71	N#CSCC(=O)c1cccc2ccccc12

Reprinted from the listing, 3 compounds:
INS promoter inh	SDO1 yeast rescue	SDO1 yeast rescue Rescue 24 h	canonical_smiles
-17.2	0.43	-0.56	C/C(=N/NC(=O)c1ccccn1)c1ccco1
.	-0.84	-0.49	COC(=O)c1ccc2c(=O)n3c(nc2c1)SCC(c1ccccc1)=N3
-196.6	-1.3	-0.71	N#CSCC(=O)c1cccc2ccccc12

Next entries follow.
INS promoter inh	SDO1 yeast rescue	SDO1 yeast rescue Rescue 24 h	canonical_smiles
25.0	0.02	-0.87	COCc1[nH][nH]c(=O)c1C=Nc1ccccc1
16.7	.	.	Cc1ccc(C)c(Nc2c(F)c(F)c(F)c(F)c2C(=O)O)c1
27.3	-0.91	-1.3	CC(=O)Oc1oc(-c2ccccc2)nc1/C=N/c1ccccn1
-28.6	-1.16	-2.25	O=c1[nH]c(CSc2nnc(-c3ccccc3)n2-c2ccccc2)nc2ccccc12
i	0.51	-0.53	Cc1c(C2Nc3ccccc3C(=O)N2O)cnn1C (stereo not given)
28.6	-0.55	0.79	COc1ccc(C(=O)OCc2cc3cccc(C)c3[nH]c2=O)cc1
.	0.75	0.42	Cc1nc2sc(C(c3ccc(F)cc3)N3CCOCC3)c(O)n2n1 (stereo not given)
-50.0	.	.	COc1ccc(/C=C/C(=O)O)cc1S(=O)(=O)NC1CCS(=O)(=O)C1 (stereo not given)
29.0	-0.37	-0.31	CCOC(=O)c1cnc(SC)nc1Sc1ccccc1Cl
-10.0	1.25	1.87	CC(C)NC(=O)c1ccccc1NC(=O)CS(=O)(=O)Cc1ccccc1
.	0.22	-0.3	CCCCCn1c(CNC(=O)CC)nc2ccccc21
.	-0.23	-0.59	CCCCOC(=O)c1ccc(OC(=O)c2cccnc2)cc1
9.1	-1.46	-1.28	Clc1cccc(NCc2nnc(SCc3ccccc3)o2)c1
30.8	-2	-1.27	Clc1ccc(OCCCn2ccnc2)c(Br)c1
-30.0	.	.	FC(F)(F)c1ccccc1NC(=S)Nc1cccc(Cl)c1
18.4	-0.23	-0.37	COc1cc2c(cc1OC)CN(C(=O)COc1ccc(C)c(C)c1)CC2
-29.7	-0.36	-0.91	CCOC(=O)c1c(-c2ccccc2)nnn1-c1nc(OC)nc(N2CCOCC2)n1
24.3	.	.	Cc1nc2c(-c3ccccc3)c[nH]n2c(=O)c1Cc1ccccc1
-3.6	0.68	-0.59	O=C(NCc1nnc(SCC(=O)N2CCCC2)o1)c1ccccc1F
-2.3	-0.01	-0.29	CCOc1ccc(-n2nc(C(=O)N3CCN(CC)CC3)c3ccccc3c2=O)cc1
-46.4	0.26	0.13	CCOC(=O)c1c(C)[nH]c(C(=O)COC(=O)CNC(=O)c2ccc(Cl)cc2Cl)c1C
-8.8	-0.42	0.09	Cn1c(=O)c2c(-c3ccc(C(C)(C)C)cc3)n(N3CCOCC3)cc2n(C)c1=O
